Dyrk1A ADPGlo: Dyrk1A (rat) kinase inhibition. Q63470. ADP-Glo luminescence, NFATc1 peptide. inhibition, % at 12.5 µM. actives 0.43% (n = 310,000). AID 504441; in the data active = inhibition above about 50%;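 also: plate controls were vehicle with enzyme for no effect and no enzyme for full effect; many of its hits are not listed in these tables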
GSK3 alpha inh: blocks human GSK-3 alpha kinase | P49840 | inhibition, % at 10 µM | AID 2650 | actives 0.1% (n = 320,000) | ADP-Glo luminescence, 60 min;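 in the data active = inhibition above about 50%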;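 also: GST-tagged GSK-3 alpha with peptide substrate and 25 µM ATP; 0% = DMSO neutral wells and 100% = GW8510 positive control wells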
Target sequence (P49840 whole entry, looked up): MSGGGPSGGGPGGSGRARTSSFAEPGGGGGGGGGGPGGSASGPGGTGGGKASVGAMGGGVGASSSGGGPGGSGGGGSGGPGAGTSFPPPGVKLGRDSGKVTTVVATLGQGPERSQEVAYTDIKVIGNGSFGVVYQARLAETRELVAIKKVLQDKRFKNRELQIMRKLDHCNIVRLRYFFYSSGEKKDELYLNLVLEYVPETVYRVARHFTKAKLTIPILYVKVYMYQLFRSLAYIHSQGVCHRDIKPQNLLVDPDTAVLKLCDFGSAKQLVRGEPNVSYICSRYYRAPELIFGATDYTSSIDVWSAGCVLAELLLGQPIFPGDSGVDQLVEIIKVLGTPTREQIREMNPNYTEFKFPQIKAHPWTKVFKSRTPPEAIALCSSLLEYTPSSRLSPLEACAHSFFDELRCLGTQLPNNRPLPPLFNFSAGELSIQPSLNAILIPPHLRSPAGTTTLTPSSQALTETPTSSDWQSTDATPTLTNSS
HSF1 activator: increases HSF-1 driven luciferase reporter signal; NIH3T3-HGL HSF-1 luciferase reporter, MG132, 8 h; 100% = twice DMSO control signal; activation, % at 9 µM; actives 1.7% (n = 300,000);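 active = mean replicate activation of at least 50% with a set share of replicates each reaching 50%; inconclusive = only one of those two conditions met; inactive = mean below 50% and too few replicates reaching it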;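 also: 0% = median of the neutral control wells and 100% = twice that signal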
HSP90 refold inh: inhibitors of HSP90 luciferase refolding in rabbit reticulocyte lysate; luciferase refolding luminescence, 3 h; inhibition, % at 5.6 µM; actives 0.91% (n = 290,000); AID 1789;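 active = inhibition above the screen-wide mean plus 3 SD, computed separately per campaign, cut at about 16% in these data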;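 also: 0% = DMSO wells and 100% = 60 µM geldanamycin wells; inhibitors lower the luminescence because luciferase stays unfolded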
HSF1 inh: HSF1 inhibition; NIH3T3-HGL HSE-luciferase, MG132-induced, luminescence 8 h; hits give low values; activity change, negative = inhibition, % at 7.5 µM (by protocol); actives 0.77% (n = 300,000);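 active = more than half of replicate wells show activity change below -50%, luminescence cut by over half; inconclusive = some wells, but at most half, below -50%; inactive = no replicate well below -50%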;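 also: luciferase reports HSF-1 transcriptional activity via heat shock element; 0% = median of DMSO wells and -100% = zero luminescence signal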
aSyn 5UTR inh: 5' untranslated region of α-synuclein, MLPCN primary screen; alpha-synuclein 5'UTR reporter, inhibitor activity; inhibition, % (tested at 7.5 µM); actives 0.82% (n = 300,000); AID 1813; in the data active = inhibition above about 60%; inconclusive = no clear call, values can overlap the other calls;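 also: H4 neuroglioblastoma cells stably carrying SNCA 5'UTR luciferase fusion; 0% = DMSO wells and 100% = positive control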
GSK3beta inhib: blocks human GSK3beta kinase activity | P49841 | GST-GSK3beta kinase, ADP-Glo luminescence, 60 min; hits give low values | activity score (negative = inhibition), % at 10 µM | actives 0.038% (n = 300,000) | AID 2097;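 active = more than half of replicate wells score below -50%, meaning over 50% inhibition versus plate controls; inconclusive = some replicates but at most half score below -50%; inactive = no replicate scores below -50%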;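 also: 0% = median DMSO wells and -100% = median GW8510 positive control wells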
Target sequence (P49841 whole entry, looked up): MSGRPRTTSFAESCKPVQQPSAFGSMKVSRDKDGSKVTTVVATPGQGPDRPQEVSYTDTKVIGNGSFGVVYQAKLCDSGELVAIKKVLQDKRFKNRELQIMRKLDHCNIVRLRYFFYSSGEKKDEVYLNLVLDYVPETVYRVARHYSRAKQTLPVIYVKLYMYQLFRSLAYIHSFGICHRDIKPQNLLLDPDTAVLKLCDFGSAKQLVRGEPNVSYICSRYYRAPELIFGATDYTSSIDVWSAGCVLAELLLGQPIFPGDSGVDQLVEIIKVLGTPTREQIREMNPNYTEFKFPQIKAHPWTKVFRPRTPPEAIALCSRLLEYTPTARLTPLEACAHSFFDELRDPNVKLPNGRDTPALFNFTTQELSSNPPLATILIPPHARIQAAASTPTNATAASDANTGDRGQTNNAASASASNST
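Assay system: GST-tagged human GSK3beta kinase, cell-free; Input: 1.6 ng GSK3beta; Medium: Tris/MgCl2 kinase buffer; Timing: 60 min enzyme reaction, room temperature; Signal: ADP-Glo luminescence quantifying ADP generated by kinase; Evaluation: score relative to plate controls; Benchmarks: DMSO neutral wells and GW8510 at 20 µM as positive.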
IEC-6 tox: IEC-6 cytotoxicity, counter-screen for KLF5 inhibitors; luminescence viability; inhibition, % at 5 µM; AID 1825; actives 0.78% (n = 290,000); in the data active = inhibition above about 22%;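 also: 0% = plate median of test compound wells and 100% = cytotoxic reference compound wells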
Platelet DG rel: platelet dense granule release activity; actives 0.22% (n = 300,000); human platelet-rich plasma, SFLLRN dense granule ATP release, luminescence; inhibition, %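 (compounds screened at 7.5 µM in platelet-rich plasma)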; AID 1663;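 active = mean replicate score, as percent of positive control, at or above 50; inconclusive = mean below 50 but at least one replicate at or above 50; inactive = mean and every replicate below 50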
KLF5 inhibitor: suppresses KLF5 promoter-driven expression; inhibition, % at 5 µM; actives 0.23% (n = 290,000); DLD-1 KLF5 promoter-luciferase reporter, luminescence; AID 1700;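 active = inhibition above a per-plate limit of that plate's mean compound inhibition plus 3 SD, cut at about 60% in these data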;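 also: 0% = DMSO wells and 100% = LY294002 at 200 µM; higher means less KLF5 promoter-driven luciferase light; inactives centre near -14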
An asterisk follows results filed as active; ? = inconclusive; · = not tested or not shown. Some of the compounds tested; count on the stated rates, not on these rows.

SMILES	Dyrk1A ADPGlo	GSK3 alpha inh	HSF1 activator	HSP90 refold inh	HSF1 inh	aSyn 5UTR inh	GSK3beta inhib	IEC-6 tox	Platelet DG rel	KLF5 inhibitor
CC(NCc1ccc(S(N)(=O)=O)cc1)C(=O)NCc1ccccc1 (centres undefined)	-2	-2	-18	-2	-11	9	0	3	-5	-32
Cc1cccc(NS(=O)(=O)c2nnc(NC(=O)CC(C)C)s2)c1	-2	-2	-11	1	-19	8	1	-6	0	-22
C/C(N)=C(/C#N)C(=O)CSc1nnc(Nc2ccccc2)s1	-1	-2	55*	3	30	-125	0	7	4	-97
CCN(CC)CCNC(=O)CSc1c2c(nc3cc(Cl)ccc13)CCCC2	19	1	?	4	69	-14	-4	6	-3	-19
CCOc1cc(/C=N/NC(=O)CN2CCCCC2)ccc1OCc1ccccc1	3	-3	-3	-1	-2	6	2	0	·	-32
COc1ccc(S(=O)(=O)N(C(C)=O)c2ccc3oc(=O)sc3c2)cc1	·	1	11	1	-3	-6	0	1	-2	-3
COc1ccc(C(=O)C2CCCN(Cc3ccc(NC(C)=O)cc3)C2)cc1OC (centres undefined)	2	-2	-76	-6	-72*	2	-5	-3	3	-24
CC(=O)N1CCN(c2ccc(NC(=S)NC(=O)c3ccccc3)cc2)CC1	-5	0	12	3	3	6	1	-5	-16	-29
S=c1[nH]c2cc(Cl)ccc2s1	·	-9	-9	0	-13	-8	1	7	4	-22
Cc1ccc(NC2=C([N+](=O)[O-])CS(=O)(=O)C2)cc1	-4	-4	38	0	4	-16	6	-1	3	-7
Cc1ccc(COc2ccc(/C=N/NC(=O)c3nnn(-c4nonc4N)c3COc3ccc(F)cc3)cc2)cc1	2	0	18	0	24	-50	-1	5	16	-17
CC(=O)N1CCc2cc(S(=O)(=O)NC(CC(C)C)C(=O)Nc3cc(C)ccn3)ccc21 (centres undefined)	-6	-7	9	3	8	14	2	6	-3	-8
[O-][n+]1ccccc1SCc1ccccc1	-5	1	4	·	1	2	0	·	-1	·
CCOC(=O)C1=C(c2ccccc2)OC(N)=C(C#N)C1c1ccc(Br)s1 (centres undefined)	-6	-2	-20	-1	-1	-6	4	-6	-2	5
O=C(CC(c1ccccc1)c1ccccc1)Nc1ccc2c(c1)OCCO2	0	-1	-18	5	-16	-54	1	4	6	1
CC1Cc2ccccc2C(CCc2ccccc2)=N1 (centres undefined)	1	-2	19	0	1	-13	-1	-4	1	5
N/C(Cc1ccc([N+](=O)[O-])cc1)=N\OC(=O)c1ccccc1F	3	0	66*	0	49	-185	-2	3	-33	-8
COc1ccc(N2CCCC2)c(NC(=O)COc2ccccc2)c1	-8	3	7	-2	-8	24	1	4	14	3
CN(C)CCCN(C(=O)COc1ccccc1)c1nc2ccc(Cl)cc2s1	12	·	0	1	-5	-15	-9	2	-2	-20
C=CCNC(=S)N/N=C(\C)c1cccc(OC)c1	-6	·	1	-6	5	-6	2	-3	4	-7

HSF1 inh: entries above that show a hit
compound	Dyrk1A ADPGlo	GSK3 alpha inh	HSF1 activator	HSP90 refold inh	HSF1 inh	aSyn 5UTR inh	GSK3beta inhib	Platelet DG rel	KLF5 inhibitor
COc1ccc(C(=O)C2CCCN(Cc3ccc(NC(C)=O)cc3)C2)cc1OC (centres undefined)	2	-2	-76	-6	-72*	2	-5	3	-24

Later entries
SMILES	Dyrk1A ADPGlo	GSK3 alpha inh	HSF1 activator	HSP90 refold inh	HSF1 inh	aSyn 5UTR inh	GSK3beta inhib	IEC-6 tox	Platelet DG rel	KLF5 inhibitor
Cc1cccn2c(=O)c3cc(C(=O)NCC4CCCO4)c(=N)n(Cc4cccnc4)c3nc12 (centres undefined)	-6	0	·	3	·	·	·	4	·	-4
Cc1ccc(CN2C(=O)CCC2C(=O)NC2CC2)cc1 (centres undefined)	0	10	4	-3	-8	14	0	1	-5	-11
Cc1ccc(-c2noc(C3CCCN(C(=O)c4ccccc4Br)C3)n2)cc1 (centres undefined)	3	1	18	-4	3	-45	2	-8	-2	-63
Cn1c2ccccc2c2c(C(=O)O)cn(C3CCCC3)c(=O)c21	4	-2	9	0	4	4	3	-1	26	-27
Cc1ccc(Oc2nc(CN3CCOCC3)nc3sc4c(c23)CCC(C)C4)cc1C (centres undefined)	-6	0	-57	-5	-43	29	0	9	9	4
N#Cc1ccsc1NC(=O)CN1C(=O)NC2(CCCCC2)C1=O	-4	1	-6	-1	-9	4	0	4	0	3
CCNC(=O)COC(=O)C1CCC(=O)N(c2ccc(OC)cc2)C1c1ccc(OC)cc1 (centres undefined)	7	·	5	0	-3	11	0	-3	7	-36
O=C(CC(=O)Nc1ccc(Br)cc1)Nc1ccc(Br)cc1	2	-3	6	1	-7	-1	4	-3	15	-26
Cc1snc(S(=O)(=O)Cc2c(Cl)cccc2Cl)c1C#N	4	-1	-9	3	-2	-33	4	3	-3	4
C=CCn1c(CCCOc2ccc(Cl)cc2Cl)n[nH]c1=S	-25	10	25	-2	6	-6	-2	-1	5	-54
CCOC(=O)c1cnc(SC)nc1Sc1ccccc1	6	1	4	-2	-5	15	3	2	-10	5
Cc1cc(=O)oc2c(C)c(OCC(=O)N3CC[C@@]4(O)CCCC[C@H]4C3)ccc12	-2	-2	-8	-4	-1	10	0	2	-2	-18
CCc1cc2ccccc2nc1SCC(=O)Nc1cc(C)on1	-3	-4	5	1	2	36	-3	0	1	8
O=C(Nc1cccc(F)c1)c1ccccc1-c1ccccc1	-3	-3	1	-3	-2	1	2	-1	9	-6
COn1c(-c2ccc(Cl)cc2Cl)nc2ncccc21	1	2	22	5	9	-12	1	13	-2	-67
CC1CCOC2(O1)C(=O)N(CN1CCN(c3ccccc3F)CC1)c1ccccc12 (centres undefined)	-6	-1	27	-3	18	1	-6	-5	0	-27
O=C(N/N=C/C=C/c1ccc(Br)cc1)C(O)c1ccccc1 (centres undefined)	-46	-2	-2	2	-5	7	-2	3	-2	-10
Cc1ccc(-n2nnnc2-c2ccccc2Br)cc1	·	-1	-2	·	-4	5	1	·	-5	·
Cc1ccc(S(=O)(=O)N(C)C)cc1NC(=O)C(C)N(C)CCOc1ccc(Cl)cc1 (centres undefined)	0	-3	41	-2	22	11	2	4	3	8
COCCNC(=O)CCCn1c(=O)c2ccccc2n(Cc2ccccc2C#N)c1=O	-1	-2	-4	-2	-12	9	1	2	3	-12
CCOc1ccc(N2C(=O)/C(=C\c3ccc(O)c(OC)c3)S(=O)(=O)C2c2cccc([N+](=O)[O-])c2)cc1 (centres undefined)	3	1	112*	2	50	-6	-4	-5	-5	7
O=C(CSc1nc2ccccc2c(=O)[nH]1)Nc1ccccc1O	-1	0	49	-2	44	-9	-21	-1	-3	-41
COc1cc(C2c3c(-c4cc(C)cc(C)c4O)n[nH]c3C(=O)N2CCCO)cc(OC)c1OC (centres undefined)	5	-2	12	-1	2	23	3	0	6	30
CCOC(=O)Cc1csc(NC(=O)c2ccc(Br)s2)n1	·	0	0	16*	0	-40	1	2	-2	-40
Nc1nnc(CCS(=O)(=O)c2ccc(Cl)cc2)s1	3	0	2	-1	-4	-7	0	1	2	-11
COc1cccc(CN(C)C(=O)c2cccc(OCc3ccccc3)c2)c1	-3	-3	2	5	4	26	1	9	2	-8
CC1CCCC(NC(=O)/C=C/c2c(F)cccc2Cl)C1C (centres undefined)	0	-2	32	·	17	-41	-3	·	0	·
CCC1CCCCN1C(=O)COc1cc(=O)n(C)c2ccccc12 (centres undefined)	5	3	-7	4	1	-40	2	6	5	-24
CCCCCc1cc(=O)oc2c(C(CCN(CC)CC)c3ccc(OC)cc3)c(OC)cc(OC)c12 (centres undefined)	2	11	5	·	-4	-5	2	·	-12	·
COc1cc2c(cc1NC(=O)c1cc(-c3ccccn3)nc3ccccc13)oc1ccccc12	-3	·	10	-3	7	8	-1	-5	3	8
CC(=O)C1=C(O)C(=O)N(c2cccc(Br)c2)C1c1ccc(Br)cc1 (centres undefined)	-3	-2	4	-5	9	13	-3	-4	5	-41
CCc1c(C(C)S(=O)(=O)c2ccc(C)cc2)[nH]c(=O)n1-c1ccc(C)cc1 (centres undefined)	-3	5	5	-2	4	-2	2	5	-3	5
COc1ccccc1NC(=S)N1CCC(c2nc3cc(C)c(C)cc3[nH]2)CC1	1	1	-22	2	-1	-4	-2	2	2	-7
Cc1ccc(S(=O)(=O)Nc2cc3c(cc2N2CCOCC2)n(C)c(=O)c(=O)n3C)cc1	0	-1	-10	5	0	-9	0	7	-6	-16
COc1ccc(C(C(=O)NCC2CCCO2)N(Cc2ccccc2)C(=O)CNC(=O)c2ccco2)cc1OC (centres undefined)	-7	6	-4	-3	7	-20	-2	-8	-6	-3
N#Cc1ccc(-c2ccc(OCC(=O)NCC(=O)Nc3ccc(F)c(F)c3F)cc2)cc1	2	1	-9	-3	-9	17	2	2	10	7
COc1ccc(NC(=O)c2cccc([N+](=O)[O-])c2)cc1	0	·	-7	4	16	-105	-4	4	16	-57
Cc1ccc(S(=O)(=O)Oc2ccc(/C=C(/NC(=O)c3ccccc3)C(=O)NCCCC(=O)O)cc2)cc1	3	-3	-5	-2	-2	1	-1	3	-2	-38
Clc1ccc(OCc2nc(-c3ccncc3)no2)c(Br)c1	7	-1	85*	-1	52	-119	-1	5	26	-159
O=C(COC(=O)C1=Cc2ccccc2OC1)NCc1ccccc1	-9	·	-3	·	-4	-3	2	·	3	·
COc1ccc(Cn2c(C)nnc2-c2cnn(C)c2N)cc1	4	-2	16	-2	-3	11	·	2	7	5
Cc1cnc(NC(=O)Cc2ccccc2Cl)s1	0	1	-12	-7	-8	-23	1	-10	-4	-29
O=C(N1CCCCC1)N1CCN(C(c2ccccc2)c2ccccc2)CC1	4	7	-2	2	-2	16	2	-5	9	-32
COc1ccc(/C=N/N=C/c2c[nH]c(=O)c(C#N)c2Nc2ccccc2)cc1	-7	-2	8	-3	-6	-17	0	-3	-3	-26
Cc1cc(=O)[nH]c(N2CCN(Cc3ccccc3)CC2)n1	1	0	5	-1	-5	-3	0	3	-4	10
COC(=O)CCC(=O)OC1(C)C(=O)C=C2C=C(C3CC3)N(c3cccc(C#N)c3)C=C2C1=O (centres undefined)	-6	1	10	·	0	-1	0	·	2	·
O=C(NNC(=S)NC(=O)c1cccc([N+](=O)[O-])c1)c1ccc(Br)cc1	·	-1	-1	3	0	8	4	18	-4	9
O=C1CC(SC(=Nc2ccccc2)Nc2ccccc2)C(=O)N1c1ccc(Cl)cc1 (centres undefined)	5	0	22	0	8	16	2	0	10	-1
O=C(CN(c1ccccc1)S(=O)(=O)c1ccc(Cl)cc1)Nc1cccnc1	-1	1	-1	-3	2	1	1	3	-3	-9
CCN(C(=O)c1ccc(Br)o1)C1CCS(=O)(=O)C1 (centres undefined)	15	-4	-4	·	1	13	3	·	18	·
O=C(NCCC1=CCCCC1)C1CC(=O)N(C2CCCCCC2)C1 (centres undefined)	1	-4	1	-5	4	-18	2	-4	-15	-27

Screening results (PubChem BioAssay)
